SRC1 TRFRET art: counter-screen for PPARgamma SRC-1 recruitment agonists: TR-FRET artefact; TR-FRET detection artefact counter-screen, emission ratio; stronger effect = higher value; TR-FRET ratio at 8 µM; 99,000 tested, 0.34% active; in the data active = TR-FRET ratio above about 2300; note: inactives centre near 1800; reference of the scale not given here
SRC3 TRFRET art: TR-FRET artefact, counter-screen to PPARgamma/SRC-3 agonist assay; AID 1048; PPARgamma/SRC-3 format; stronger effect = higher value; TR-FRET ratio at 8 µM; 99,000 tested, 0.39% active; in the data active = TR-FRET ratio above about 2000; note: inactives centre near 1600; reference of the scale not given here
The depositor's hits bear a star. Some of the compounds tested (hit frequency here may not be typical).

Compound | SRC3 TRFRET art | SRC1 TRFRET art
Cc1ccc(C)c(NC(=S)NNC(=O)c2csc(C)c2C)c1 | 1638 | 1691
COCCNC(=S)N1CCc2cc(OC)c(OC)cc2C1c1cccs1 (centres undefined) | 1650 | 1756
Cc1nn(C)cc1NC(=O)c1nn(C)cc1[N+](=O)[O-] | 1642 | 2052
Cc1ccc(C(=O)NNC(=O)c2cccs2)cc1 | 1655 | 1519
COC(=O)c1ccc(Cn2cnc3c(sc4nc(N5CCOCC5)c5c(c43)CCCC5)c2=O)o1 | 1715 | 1766
CN(Cc1nc(-c2ccc3c(c2)OCO3)no1)CC1(N2CCOCC2)CCCCC1 | 1359 | 1606
O=C(COC(=O)c1c2ccccc2cc2ccccc12)NCC(F)(F)F | 1311 | 1548
COc1ccc(SCCc2ccncc2)cc1 | 1538 | 1738
CCCOc1ccc2cc(-c3ccccn3)c(=O)oc2c1 | 1501 | 1563
Cc1ccc(OCCOc2ccc(Cl)cc2Cl)c([N+](=O)[O-])n1 | 1607 | 1651
COc1ccc(CCN2C(=O)C(Oc3ccccc3C)C2c2ccc3c(c2)OCO3)cc1 (centres undefined) | 1663 | 1878
CC1(C)OC(=O)N(CCC(=O)Nc2cccc(F)c2)C1(C)O (centres undefined) | 1605 | 1577
COc1ccccc1/C=C/C=N/NC(=O)Cc1cccs1 | 1258 | 1774
CC1CCCN(c2cc3c(cc2[N+](=O)[O-])C(=O)N(c2ccccc2)C3=O)C1 (centres undefined) | 1536 | 1485
Cc1ccc(C(=O)N/C(=C/c2ccco2)C(=O)NCC2CCCO2)cc1 (centres undefined) | 1577 | 2005
C[C@@H](C(=O)Nc1ccc2ccccc2c1)[C@H]1C[C@]1(C)[C@H](NS(=O)(=O)c1ccccc1)c1ccccc1 | 1467 | 1797
C(=N\Nc1nc(-c2ccccc2)cs1)/c1ccncc1 | 1672 | 1943
O=C(COC(=O)c1ccc(S(=O)(=O)NCc2ccco2)cc1)Nc1ccc(Cl)cn1 | 1376 | 1454
N#CC1=C(S)N(c2ccccc2)C(c2ccc(-c3cccc(Cl)c3)o2)NC1=O (centres undefined) | 1991 | 2388*
CC(=O)c1c(N)nc2n(c1=O)CCCCC2 | 1645 | 1984
O=C(NCc1ccccn1)c1cc(-c2ccc(Cl)cc2)nc2ccccc12 | 1627 | 2015
Cc1ccc(S(=O)(=O)N(C)C)cc1NC(=O)Cn1c(CN2CCOCC2)nc2ccccc2c1=O | 1604 | 1879
COc1cc(C2CC(=O)c3c(ccc4ccccc34)N2)ccc1O (centres undefined) | 1434 | 1930
Cc1ccccc1NC(c1cccc(Cl)c1)c1nnnn1C1CCCCC1 (centres undefined) | 1857 | 1910
CCOc1ccc(NC(=O)CNC(=O)c2ccc([N+](=O)[O-])cc2)cc1 | 1409 | 1802
C/C(=N\NC(=O)OC(C)(C)C)c1cccc([N+](=O)[O-])c1 | 1768 | 1946
COc1cc(OC)cc(-c2nc3ccccc3c(=O)n2OC(=O)c2ccc(C)c(C)c2)c1 | 1580 | 1932
CCOC(=O)c1cccc(P(C)(C)=O)c1 | 1730 | 1772
O=C(NNc1cccc(Cl)c1)c1cccnc1Cl | 1659 | 1883
CCOc1cc(/C=C2\SC(=N)N(c3nonc3N)C2=O)ccc1OCCN1CCOCC1 | 1549 | 1907
O=C(N/N=C/c1ccccc1)c1[nH]ncc1Br | 1517 | 1713
O=C(CCCc1c[nH]c2ccccc12)NCc1cccs1 | 1405 | 1623
CCN1CCN(c2ncc(C(=O)Nc3cc(Cl)ccc3OC)c3ccccc23)CC1 | 1895 | 2074
COc1ccc(CC(=O)Nc2ccccc2C(=O)N2CCOCC2)cc1 | 1644 | 1756
Cc1cccn2c(CN(C)CC3CCCCO3)c(C(=O)N3CCCCC3)nc12 (centres undefined) | 1719 | 1906
CCOC(=O)c1[nH]cnc1N=Nc1c(O)ccc2ccccc12 | 1681 | 1906
Cn1c(=O)c(/C=C/c2ccc(F)cc2)nc2ccccc21 | 1567 | 1857
Clc1ccc2c(c1)[C@H]1OCC[C@H]1[C@@H](c1ccco1)N2 | 1942 | 2013
Cc1ccc(NC(=O)c2cccc(S(=O)(=O)N(C)c3ccccc3)c2)cc1S(=O)(=O)N1CCOCC1 | 1603 | 1725
CCCCN(CCCC)Cc1ccc(C(=O)NNC(=O)Nc2ccc(F)cc2)o1 | 1608 | 1586
COc1ccccc1NC(=O)c1cc(Br)ccc1Cl | 1596 | 1649
N#Cc1nc(Cc2ccccc2)oc1N1CCCC1 | 1668 | 1937
COc1cccc(CNC(=O)c2cc(COc3c(F)cccc3F)on2)c1 | 1527 | 1605
CCOc1ccc(C(=O)NCc2ccco2)cc1 | 1616 | 2006
O=C(COc1ccc(-n2ccnc2)cc1)Nc1cccc(Cl)c1 | 1620 | 1674
CS(=O)(=O)NN1C(=O)c2ccccc2NC1c1ccccc1O (centres undefined) | 1740 | 1877
O=C1CCC(/C=C/c2ccccc2)=NN1Cc1ccccc1 | 1523 | 1573
COC(=O)Cn1ccc(-c2ccc(Cl)cc2)c(C#N)c1=O | 1610 | 1960
O=C(CSc1nnc(-c2ccccc2F)n1C1CC1)Nc1ccc2[nH]c(=O)[nH]c2c1 | 1725 | 1759
COc1ccc(N(C)S(=O)(=O)c2cccc(C(=O)NC3CCCC3)c2)cc1 | 1510 | 1835
COc1ccc(NC(=O)CN2CCN(c3nc(-c4ccc(F)cc4)cs3)CC2)c(OC)c1 | 1717 | 1795
O=C(COC(=O)C12CC3CC(CC(C3)C1)C2)Nc1nc2c(F)c(F)c(F)cc2s1 | 1332 | 1612
COc1ccc(COCC(O)CN2CCC(C(N)=O)CC2)cc1OC (centres undefined) | 1503 | 1572
CCCCc1ccc(NC(=S)NCc2ccc(OC)cc2)cc1 | 1522 | 1678
CC1(C)CC(=O)C2=C(C1)N(c1ccc(F)cc1)C(=O)C2(NC(=O)c1ccccc1F)C(F)(F)F (centres undefined) | 1744 | 1726
C/C(CC(=O)NCCCN1CCOCC1)=N\NC(=O)COc1cccc2ccccc12 | 1481 | 1648
O=c1[nH]c(CSc2nnc3ccccn23)nc2cc(C(F)(F)F)ccc12 | 1491 | 1812
CCOC(=O)/C(=N\Nc1ccccc1Cl)N1CCN(C)CC1 | 1627 | 1686
O=C(N/N=C\c1ccccc1)c1ccccc1-n1cccc1 | 1406 | 1674
Cc1ccc2oc(-c3ccc(NC(=O)c4ccncc4)cc3O)nc2c1 | 1692 | 1908

Part of the list above, set out differently.
CC1CCCN(c2cc3c(cc2[N+](=O)[O-])C(=O)N(c2ccccc2)C3=O)C1 (centres undefined)
  SRC3 TRFRET art: 1536
  SRC1 TRFRET art: 1485

CC(=O)c1c(N)nc2n(c1=O)CCCCC2
  SRC3 TRFRET art: 1645
  SRC1 TRFRET art: 1984

The list goes on.
Compound | SRC3 TRFRET art | SRC1 TRFRET art
O=C(Cc1ccc(Cl)cc1)Nc1ccc(SC(F)F)cc1 | 1587 | 1837
Cc1nnsc1C(=O)N/N=C/c1cccc(C(F)(F)F)c1 | 1499 | 1855
CC(=O)CCc1c(C)nc2ccc(C(=O)O)cc2c1Cl | 1654 | 1456
COc1cccc(C(C(=O)NC2CCCC2)N(CC2CCCO2)C(=O)Cc2cccs2)c1 (centres undefined) | 1374 | 1892
COc1cc(OC)cc(C(=O)N[C@H](C(=O)OCC(=O)Nc2ccc(OC)c(OC)c2)C(C)C)c1 | 1547 | 1953
COc1ccc(/C(C)=N/NC(=S)NCc2ccco2)cc1 | 1410 | 1838
CC(C)(C)C1C/C(=C/c2ccco2)C(=O)/C(=C/c2ccco2)C1 (centres undefined) | 1631 | 1882
CCOc1cccc(NC(=O)Cc2cccs2)c1 | 1395 | 1703
COc1cc([N+](=O)[O-])cc2sc(NC(=O)C(C)(C)C)nc12 | 1349 | 1650
COc1cc(/C=C2/SC(=S)N(CC3CCCO3)C2=O)ccc1O (centres undefined) | 1599 | 1872
CCCN(CCC)C(=O)C1CC(=O)OC12CCOC(C)(C)C2 (centres undefined) | 1811 | 1732
COC(=O)c1c(NC(=O)c2ccccc2)sc(C(N)=O)c1C | 1609 | 1800
OC1CCCN(C(=S)NCc2ccccc2)C1 (centres undefined) | 1518 | 1783
O=C(NCC1CCCO1)c1ccccc1S(=O)(=O)c1ccc([N+](=O)[O-])cc1 (centres undefined) | 1544 | 1827
O=C(CSC(=S)N1CCOCC1)c1ccccc1 | 1559 | 1836
COCCN=C1NN=C(c2ccc(C)c([N+](=O)[O-])c2)CS1 | 1535 | 1512
CCOC(=O)C1(CC2CCCCO2)CCN(Cc2cc3ccccc3[nH]2)CC1 (centres undefined) | 1407 | 1961
Cn1ccnc1/C(=N\NC(=O)c1ccccc1)c1cccc([N+](=O)[O-])c1 | 1333 | 1642
O=[N+]([O-])c1ccc(F)c(N=Cc2ccc(Br)s2)c1 | 1538 | 1735
O=C(COC(=O)CCSc1ccccc1)Nc1cc(F)ccc1F | 1481 | 1905
CCN(CC)CC1(O)CCN(C(=O)c2ccc(Cl)c(Cl)c2)CC1 | 1585 | 2167
O=C(CNC(=O)c1ccco1)N/N=C/c1ccccc1[N+](=O)[O-] | 1511 | 1839
COCCCNC(=S)N/N=C/c1ccc(N(C)C)cc1 | 1696 | 1691
CCOC(=O)c1sc2nc(CSc3ccccc3)nc(N3CCCN(C)CC3)c2c1C | 1511 | 2065
O=C(NC1CC1)c1ccc2c(Cl)c3c(nc2c1)CCCC3 | 1425 | 1776
S=C(NCc1ccccc1)Nc1cccc(Cl)c1 | 1370 | 1642
COc1cccc(-n2c(N)c(-c3nc4ccccc4[nH]3)sc2=S)c1 | 1776 | 1891
S=c1[nH]nc(Cn2cnc3ccccc32)n1-c1ccccc1 | 1705 | 1708
O=[N+]([O-])c1cccc(S(=O)(=O)c2ccc(NCCO)c([N+](=O)[O-])c2)c1 | 1522 | 2009
Clc1cccc(NCc2ccccc2)n1 | 1642 | 1877
Cc1ccc(CNc2ccc3nnc(-c4ccccc4)n3n2)cc1 | 1603 | 1871
O=C(O)C1CC=CCC1C(=O)Nc1cccnc1 (centres undefined) | 1388 | 1975
COc1ccc(CCCc2nnc(SCC(=O)Nc3ccccc3F)o2)cc1 | 1531 | 1760
Cc1nc(SCC(=O)Nc2ccccn2)n[nH]1 | 1528 | 1654
COc1cc2nc(/C=C/c3cc(OC)c(OC)c(OC)c3)sc2cc1SC | 1380 | 1701
O=C(COC(=O)CCc1nc2ccccc2s1)Nc1ncc(Cl)cc1Cl | 1597 | 1945
Cc1cccc(C)c1NC(=O)C1(N2C(=O)CC2c2ccccc2)CCCCC1 (centres undefined) | 1626 | 1672
COc1ccc(C(=O)OCC[N+]2(C)CCOCC2)cc1 | 1758 | 2076
Cc1ccc(N(CC(=O)NN=C2CCN(C)CC2)S(=O)(=O)c2ccc(C)cc2)cc1 | 1775 | 2189
COc1ccc(CNC(=O)Cn2nc(C(F)(F)F)cc2C)cc1 | 1566 | 1799
COc1cccc(OCC(=O)NNC(=O)c2cnccn2)c1 | 1520 | 1708
CN(CCC#N)C(=O)COC(=O)c1cc(Cl)cc(Cl)c1N | 1389 | 1406
COc1cccc(CC2(CO)CCCN(Cc3nc(-c4cccs4)oc3C)C2)c1 (centres undefined) | 1604 | 1828
COc1nc(OC)nc(N2CCC(C(=O)NC3CC3)CC2)n1 | 1784 | 2063
CC(=O)NC(=S)NNC(=O)COc1ccc([N+](=O)[O-])cc1 | 1778 | 1569
O=C(/C=C\Nc1ccc2c(c1)OCO2)c1ccc2c(c1)OCO2 | 1530 | 1943
Cc1cccc(CSCc2ccc(C(=O)NCC3CCCO3)o2)c1 (centres undefined) | 1822 | 2240
COc1ccc(NC(=S)Nc2ccc(S(N)(=O)=O)cc2)c(C)c1 | 1586 | 1653
NC(=O)CC[C@@H]1NC(=O)[C@H](CO)NC(=O)c2cc([N+](=O)[O-])cc(I)c2OCC[C@@H](C(N)=O)NC1=O | 1628 | 1756
COc1ccc(-c2csc(N3CCN(c4cc(C)nc5ccccc45)CC3)n2)cc1OC | 1521 | 1572
COC(=O)c1sccc1NC(=O)c1cnc2cc(C)nn2c1C | 1562 | 1914
COc1ccc(Cn2c(O)c(/C=N/NC(=O)c3cccnc3)c3ccccc3c2=O)cc1 | 1750 | 1625
COc1ccc2cc(/C(C)=N/NC(=O)C3CC3)ccc2c1 | 1534 | 1753
COc1cc(Br)cc(-c2nc3c(c(=O)[nH]c(=O)n3Cc3ccccc3)n2C)c1O | 1589 | 1796
COc1ccc(OC(C)c2ccc(C#N)c(=O)[nH]2)cc1 (centres undefined) | 1524 | 1763
COc1ccc(OC)c(NC(=O)COC(=O)Cc2ccc(Br)cc2)c1 | 1684 | 2065
COC(=O)c1cccc(NC(=O)CSc2nc(O)c(-c3ccccc3)c(=O)[nH]2)c1 | 1570 | 1861
Cc1cc(C)nc(SCc2csc(-c3ccccc3)n2)n1 | 1584 | 1808
CC(=O)Nc1ccc(NC(=S)NC(=O)/C=C/c2ccccc2)cc1 | 1663 | 1877
CCOC(=O)c1c(C(=O)OCC)c(C)n(Cc2cc(OC)c(OC)c(OC)c2)c1C | 1699 | 1886

Another view of some results above:
Sequence of screens – SRC3 TRFRET art | SRC1 TRFRET art
> COc1ccc2cc(/C(C)=N/NC(=O)C3CC3)ccc2c1
 : 1534 | 1753
> COc1cc(Br)cc(-c2nc3c(c(=O)[nH]c(=O)n3Cc3ccccc3)n2C)c1O
 : 1589 | 1796
> COc1ccc(OC(C)c2ccc(C#N)c(=O)[nH]2)cc1 (centres undefined)
 : 1524 | 1763

Continued.
Compound | SRC3 TRFRET art | SRC1 TRFRET art
Cc1cccc(NC(NC(=O)c2ccccn2)C(Cl)(Cl)Cl)c1 (centres undefined) | 1552 | 1592
CCOc1ccc(NC(=O)Cn2c(=O)n(CC3CCCO3)c(=O)c3ccccc32)cc1 (centres undefined) | 1520 | 1738
COc1cc2[nH]c3c(Cl)ncnc3c2cc1OC | 1659 | 1569
O=C(CC1Sc2ccccc2NC1=O)NCc1cccc(Cl)c1 (centres undefined) | 1418 | 1564
NS(=O)(=O)c1ccc(CCNC(=O)c2ccc(C#CC3(O)CCCCC3)cc2)cc1 | 1605 | 2029
C=C(C)CN1CCN(c2c(CCC#N)c(C)c(C#N)c3nc4ccccc4n23)CC1 | 1593 | 1764
